# Cneo AK release – causes C. neoformans cell lysis. adenylate kinase release luminescence, 4 h; normalised: neutral wells 0, clomiphene wells 100. hit rate 0.2% among 360,000. lysis activity, % at 15 µM. AID 651654;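 active means mean lysis activity across replicates of at least 80%, whatever share of replicates individually reach that level; inactive means mean lysis activity below 80%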
#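 Material: C. neoformans cells | Amount: Yeast cell density of 5 × 10^6 cells/mL | Medium: Fresh YPD growth medium | Dosing: Single dose | Times: Static 4 h at 37 °C with compound, 1 h detection | Detection: AK luminescence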
# PGC1a acetyl inh – lowers PGC1a acetylation signal in U2OS cells | AlphaScreen anti-acetyl-lysine; with virally co-expressed GCN5 acetyltransferase | inhibition, % at 15.6 µM | hit rate 0.17% among 350,000;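 active means every replicate shows inhibition of at least 40%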;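 further: 0% = neutral control wells and 100% = positive control wells; some results beyond the cut were filed as inactive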
# Xi reactivation – X-chromosome reactivation activator | activation, % at 7.58 µM | hit rate 0.055% among 360,000 | XiGFP mouse fibroblasts, % GFP-positive cells imaging, 3 d; cells co-treated with 5-aza-dC sensitizer; scaled so ellipticine positive control = 100% | AID 743238;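 active means mean normalized replicate activation at least 10% and every replicate at or above 10%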;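 further: 0% = median of on-plate neutral control wells and 100% = ellipticine 6 µM median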
#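 System: SV40-immortalized XiGFP fibroblast cells, line 68-5-11 / Incubation: 3-day compound exposure, then 15 min fixation at room temperature / Compound: single concentration per compound, delivered by pin transfer / Buffer or medium: DMEM plus 5-aza-dC sensitizer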
# ERAP1 HTS inh – ERAP1 (human) enzyme inhibition; inhibition, % at 10.7 µM; hit rate 0.15% among 340,000; AID 652197; Q9NZ08; recombinant ERAP1, Leu-AMC fluorescence, 60 min;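 active means mean replicate inhibition of at least 30%, or all replicates individually reaching that 30% level; inactive means mean below 30% and not every replicate reaching it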;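 further: 0% = neutral control wells and 100% = L-leucinethiol positive control wells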
# S100A4 MyoIIA – S100A4-myosin IIA interaction inhibition; P26447; S100A4/TAMRA-MyoIIA peptide fluorescence polarization; inhibition, % at 10.7 µM; hit rate 0.14% among 360,000; AID 652163;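 active means mean inhibition of at least 70% across replicates, with every replicate also reaching that level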
# Target sequence (P26447 whole entry, looked up): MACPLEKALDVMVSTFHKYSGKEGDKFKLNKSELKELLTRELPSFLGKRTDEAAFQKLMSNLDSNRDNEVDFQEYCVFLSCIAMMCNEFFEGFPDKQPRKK
#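 Material: S100A4 monomer protein | Medium: HEPES pH 7.2 with CaCl2, KCl, NaCl, DTT, Triton | Reagent: Labelled myosin peptide probe, 5 nM | Doses: One dose per compound | Times: 5 min incubation before reading | Benchmarks: Neutral control DMSO, positive control TFP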
# LGR2 antag – inhibitors of bursicon-induced Drosophila LGR2 receptor cAMP signaling; AID 720647; hit rate 0.35% among 380,000; HEK293 LGR2, CRE-luciferase, bursicon-stimulated, 4 h; inhibition, % at 9.99 µM;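 active means drop in luminescence signal, shown as inhibition above about 50% in the replicate tests, limit read from the data, passing the limit was not always enough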;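 further: agonist challenge used bursicon conditioned medium at about half maximal strength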
# Statin myotox sup – suppression of simvastatin myotoxicity; C2C12 myotubes + simvastatin, ATP luminescence, 48 h; scaled: DMSO 0, geranylgeraniol control 100; AID 602340; rescue of ATP level, % at 7.49 µM; hit rate 0.78% among 330,000;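 active means mean ATP rescue above about 67%, or every replicate alone reaching that limit, limit read from the data, passing the limit was not always enough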;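 further: myotubes were challenged with 10 µM simvastatin during compound exposure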
# SIRT5 inh – inhibitors of human sirtuin-5 desuccinylase. Q9NXA8. Purified SirT5, succinyl-peptide AMC, trypsin-coupled fluorescence. inhibition, % at 15 µM. hit rate 1.1% among 330,000; in the data active means inhibition above about 15%
# Target sequence (Q9NXA8 whole entry, looked up): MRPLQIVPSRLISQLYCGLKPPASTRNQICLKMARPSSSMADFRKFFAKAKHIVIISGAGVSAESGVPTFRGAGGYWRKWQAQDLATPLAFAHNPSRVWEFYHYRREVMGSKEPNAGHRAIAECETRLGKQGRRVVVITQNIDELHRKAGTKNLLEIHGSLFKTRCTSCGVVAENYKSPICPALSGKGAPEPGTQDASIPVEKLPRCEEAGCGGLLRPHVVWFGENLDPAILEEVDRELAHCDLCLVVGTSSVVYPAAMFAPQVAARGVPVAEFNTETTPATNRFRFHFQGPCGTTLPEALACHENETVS
# Numbers without * were called inactive; . = not tested or not shown; & = joins results of further samples. Not all compounds are listed, so the mix of outcomes need not match the whole.
SMILES,Cneo AK release,PGC1a acetyl inh,Xi reactivation,ERAP1 HTS inh,S100A4 MyoIIA,LGR2 antag,Statin myotox sup,SIRT5 inh
COc1ccc2oc(=N)c(C(=O)Nc3ccc(Br)cc3)cc2c1,3,-3,0.0,2,-6,-10,-7,-3
Cc1ccc(Oc2ccc(Cl)cc2NC(=O)c2ccc(F)cc2F)cc1,1,-4,0.0,1,-4,4,.,6
CCOC(=O)[C@H]1[C@H]2COc3ccc(OC)cc3[C@@H]2N2C(=O)c3ccccc3NC(=O)[C@@]12C,-2,.,0.1,1,0,-9,3,.
CCC(=O)N1CCCN(S(=O)(=O)c2ccc(C)cc2)C1c1ccc(OC)cc1 (centres undefined),-3,-5,0.4,0,3,-4,30,-3
C/C=C/c1ccc([C@@H]2[C@@H](CO)N(C(=O)NC(C)C)[C@H]2CN(C)C(=O)CC)cc1,5,-5,0.0,5,7,-15,19,1
Cc1ccc(N(CC(=O)NCc2ccccc2)S(=O)(=O)c2c(C)noc2C)cc1,0,.,0.0,-2,-3,9,-1,-3
COc1ccccc1NC(=O)COC(=O)CCC1CCCC1,0,-16,0.0,-7,-10,-15,1,6
Cc1cc(-c2nc3ccccc3c(=O)o2)ccc1[N+](=O)[O-],-4,.,0.0,5,3,-13,-7,-2
Cc1cccnc1NC(=O)C1CCN(S(=O)(=O)c2c(C)noc2/C=C/c2ccco2)CC1,-2,-3,0.1,.,.,7,-3,.
COc1ccc(NC(=O)Nc2c(O)ccc3ccccc23)cc1,.,.,0.0,-4,-8,-24,.,1

# Continued; the last 6 above are carried over.
SMILES,Cneo AK release,PGC1a acetyl inh,Xi reactivation,ERAP1 HTS inh,S100A4 MyoIIA,LGR2 antag,Statin myotox sup,SIRT5 inh
C/C=C/c1ccc([C@@H]2[C@@H](CO)N(C(=O)NC(C)C)[C@H]2CN(C)C(=O)CC)cc1,5,-5,0.0,5,7,-15,19,1
Cc1ccc(N(CC(=O)NCc2ccccc2)S(=O)(=O)c2c(C)noc2C)cc1,0,.,0.0,-2,-3,9,-1,-3
COc1ccccc1NC(=O)COC(=O)CCC1CCCC1,0,-16,0.0,-7,-10,-15,1,6
Cc1cc(-c2nc3ccccc3c(=O)o2)ccc1[N+](=O)[O-],-4,.,0.0,5,3,-13,-7,-2
Cc1cccnc1NC(=O)C1CCN(S(=O)(=O)c2c(C)noc2/C=C/c2ccco2)CC1,-2,-3,0.1,.,.,7,-3,.
COc1ccc(NC(=O)Nc2c(O)ccc3ccccc23)cc1,.,.,0.0,-4,-8,-24,.,1
Cc1cc(C(=O)COC(=O)c2ccc(Br)o2)c(C)n1Cc1ccco1,.,.,0.0,-2,-21,.,.,-6
Cc1noc(C)c1S(=O)(=O)N(C)C[C@H]1Oc2c(NC(=O)C3CCOCC3)cccc2C(=O)N([C@H](C)CO)C[C@H]1C,.,-1,0.0,.,.,-5,-20,.
Cc1nn(CC(=O)c2ccccc2Cl)c(C)c1[N+](=O)[O-],.,-1,0.2,3,-6,-64,.,-1
CN1C(=O)C(CC(=O)Nc2ccc(F)cc2)N(Cc2ccco2)C1=S (centres undefined),.,0,0.0,-3,3,8,.,-2
CCOc1ccc(N(CC(=O)Nc2cc(Cl)ccc2C)S(C)(=O)=O)cc1,1,-17,0.0,3,14,6,-13,-7
O=C(C[C@H]1CC[C@H](NC(=O)c2ccncc2)[C@@H](CO)O1)NCC1CC1,42,4,0.0,-2,7,6,6,2
CN(C)C(=S)Nc1nc2ccccc2s1,.,.,0.0,2,-8,-90,.,-3
CCCCN(C(=O)CSc1n[nH]c(-c2ccc(C)cc2)n1)c1c(N)n(CCCC)c(=O)[nH]c1=O,-5,-46,0.0,3,-4,3,-1,-2
C[C@H](CO)N1C[C@H](C)[C@H](CN(C)C(=O)Nc2ccccc2)Oc2ncc(-c3cccc(C(F)(F)F)c3)cc2C1=O,-1,-5,-0.2,-1,-2,-6,-8,1
CC(C)NC(=O)N(C)C[C@H]1OCc2cn(nn2)CCCC(=O)N([C@@H](C)CO)C[C@@H]1C,-1,0&-3,-0.2,-2,24,-9,13&1,0
COc1ccc(-c2ccc3c(c2)C2CC3CCN2CCC#N)cc1 (centres undefined),-1,0,0.0,-4,14,8,-19,2
C[C@@H]1CCCCO[C@H](CN(C)C(=O)NC2CCCCC2)[C@@H](C)CN([C@H](C)CO)C(=O)c2cc(NS(=O)(=O)c3ccc(Cl)cc3)ccc2O1,-2,2,-0.1,1,-11,10,.,-2
COCC(=O)N1[C@H](C#N)[C@@H](c2ccccc2-c2ccccc2F)[C@@H]1CO,.,6,0.0,0,14,-13,.,-3
CC(C)[C@H](NC(=O)c1ccc(Cl)cc1Cl)C(=O)OCc1nc2ccsc2c(=O)[nH]1,0,9,0.0,-3,-16,-9,9,-6
CCOC(=O)CC[C@H](NC(=O)Cn1cc(C)c(=O)[nH]c1=O)C(=O)OCC,-3,.,0.2,2,7,-10,11,-1
CCOC(=O)c1cc2c(=O)n3ccccc3nc2n(CC2CCCO2)c1=NC(=O)/C=C/c1ccccc1 (centres undefined),4,4,0.0,-142,4,11,-5,-1
Cc1sc(NC(=S)NC(=O)c2ccco2)c(C#N)c1C,-3,-26,-0.1,-2,-2,-45,.,-2
C[C@H]1CCCCO[C@H](CN(C)S(=O)(=O)c2ccc(F)cc2)[C@@H](C)CN([C@@H](C)CO)C(=O)c2cc(NS(=O)(=O)c3ccc(F)cc3)ccc2O1,2,-1,0.0,.,.,-9,.,.
c1ccc(-c2cc(-c3nnc4n3N=C(c3ccc5ccccc5c3)CS4)[nH]n2)cc1,0,-19,.,.,.,0,80*,.
O=C1CCCC2=C1C(c1cccs1)n1nc(SCc3ccc(C(=O)O)cc3)nc1N2 (centres undefined),.,-6,0.0,-5,1,-3,.,.
O=C(c1ccccc1)N1CCN(CCc2ccccc2)CC1,5,14,-0.1,-5,-2,-3,-3,2
CCNC(=O)C[C@H]1CC[C@H]2[C@H](COc3ccc(NC(=O)c4cc(C)on4)cc3C(=O)N2C)O1,-1,0,0.0,2,-3,8,8,1
Nc1nc2n(n1)C(=O)CC(c1ccccc1)N2 (centres undefined),.,.,0.1,6,2,-19,.,-2
COc1ccccc1CNC(=O)Cc1ccccc1,2,1,-0.1,1,8,-9,1,-1
Nc1ccc(-c2nnc(-c3ccccc3)o2)cc1,-4,-11,0.0,-1,-1,-31,9,-34
CN(C(=O)CSc1nnn(C)n1)c1ccccc1,-2,.,0.5,2,-5,-8,9,-3
COCCNC(=O)C1(C)CCN(C(=O)c2ccc(C(F)(F)F)nc2C)C1 (centres undefined),-1,8,0.0,-1,0,.,4,1
CCOc1ccccc1-n1c(SCC(=O)Nc2nccs2)nnc1-c1ccoc1C,1,-3,.,7,0,.,.,-5
CCOC(=O)C1(C(=O)OCC)CCN(S(=O)(=O)c2ccccc2)CC1,.,21,0.1,2,-10,8,7,-4
Cn1c(=O)n(CC(=O)Nc2ccc(F)cc2)c2ccccc21,4,-4,.,.,.,-17,-3,.
COc1ccc(N2C(=O)CC(N3CCN(S(=O)(=O)c4cc(C)ccc4C)CC3)C2=O)cc1 (centres undefined),-4,0,0.0,-1,-8,8,2,-2
C[C@@H]1COc2cc(N3CC[C@H](O)C3)ccc2S(=O)(=O)N1,.,.,-0.2,13,-5,-9,.,-3
O=C(CCc1nc(-c2ccc(Cl)cc2)no1)NCc1ccccc1CN1CCOCC1,0,15,-0.1,-7,10,-10,2,2
N#Cc1cccnc1N1CCC(C(N)=O)CC1,.,-11,0.3,.,-2,11,.,.
Cc1cc(C)cc(NC(=O)CSc2nc3ccccc3nc2N2CCCC2)c1,2,.,0.2,3,3,12,2,1
COCC#Cc1cnc2c(c1)C(=O)N([C@@H](C)CO)C[C@@H](C)[C@@H](CN(C)C(=O)C1CCCCC1)O2,0,-6,-0.2,2,7,1,5,-1
COc1ccc(OC)c(NC(=O)CCNC(=O)Cn2ccc3ccccc3c2=O)c1,2,-4,0.0,1,1,8,7,-2
O=C(C1CC1)N1CCCCN2[C@@H](CO)[C@@H](c3ccc(-c4cccc(F)c4)cc3)[C@@H]2C1,-2,10,0.2,.,.,8,.,.
Cc1nn2c(c1-c1ccc(Cl)cc1)N=C(c1ccco1)CC2c1ccccc1 (centres undefined),1,-17,.,1,-7,-6,-27,-4
COc1ccc(CNC(=O)/C=C/c2ccccc2[N+](=O)[O-])cc1,.,.,0.1,6,0,0,.,-1
Cc1ccc(C(=O)N/C(=C/c2ccc(C(C)C)cc2)C(=O)NCCCN2CCOCC2)cc1,0,4,0.0,1,-1,17,.,-2
CC(=O)Oc1ccccc1C(=O)OCO/N=[N+](\[O-])N1CCCC1,-11,-8,.,3,2,.,.,0
Cc1cc(C)c2sc(NNC(=O)c3ccc(S(=O)(=O)N4CCc5ccccc5C4)cc3)nc2c1,2,.,0.4,0,0,.,7,-6
COc1ccccc1/C=C\C(=O)NCC(=O)N/N=C/c1cccc(OC)c1O,3,-7,0.0,-2,-3,4,5,1
CC(C)Cc1ccc(S(=O)(=O)Nc2cccnc2)cc1,-1,-9,0.0,-1,-3,1,9,8
O=S(=O)(c1ccc(OCc2ccc(Br)cc2)cc1)N1CCOCC1,0,0,-0.6,4,1,0,-10,-4
Cc1ccc(NC(=O)C2CCN(C(=O)c3ccc(F)cc3)CC2)nc1,0,5,0.7,4,8,17,17,-8
Cc1ccc(CSC2=NCCN2S(=O)(=O)c2ccccc2)cc1,.,.,0.0,0,2,-68,.,0
COc1cccc(CNC(=O)CCc2nc3cc(S(=O)(=O)N4CCOCC4)ccc3n2C)c1,.,-4,0.0,0,-3,6,6,7
Cc1cccc(OCC(=O)NCCNC(=O)c2ccccn2)c1,6,.,0.0,-5,-3,0,19,-2

# Other entries follow:
SMILES,Cneo AK release,PGC1a acetyl inh,Xi reactivation,ERAP1 HTS inh,S100A4 MyoIIA,LGR2 antag,Statin myotox sup,SIRT5 inh
CCOC(=O)C1=CN(Cc2ccco2)S(=O)(=O)N(C)C1CC (centres undefined),3,-5,-0.1,2,-2,4,-6,-1
COc1ccc(OCC(O)CNS(=O)(=O)c2ccc(C)cc2)cc1 (centres undefined),0,8,0.2,8,2,8,.,-6
C[C@@H]1CN([C@H](C)CO)C(=O)c2cc(NS(=O)(=O)c3cccs3)ccc2O[C@H]1CN(C)S(=O)(=O)c1cn(C)cn1,-2,-2,-0.7,0,-5,10,-22,0
COc1cccc(CNC(=O)C[C@H]2CC[C@H]3[C@@H](COc4ccc(NC(=O)c5cccs5)cc4C(=O)N3C)O2)c1,-3,4,0.0,0,8,9,6,-3
CN(Cc1ccccc1)CC(O)COc1ccc(CNCc2nccn2C)cc1 (centres undefined),.,-10,0.0,-3,-5,5,.,-2
O=C(Nc1ccnn1C1CCN(CCCC2CCCC2)CC1)c1ccccc1Cl,2,.,0.0,-1,-8,-4,-7,2
Cc1ccc(S(=O)(=O)NCC(=O)OCC(=O)N(C)C2CCS(=O)(=O)C2)cc1 (centres undefined),-5,.,0.0,3,-6,-16,-6,-3
Cc1nc2c(c(C)nn2-c2ccccc2)c(C)c1CCC(=O)Nc1ccc(CN2CCCC2)cc1,29,-12,0.0,21,-31,-11,-3,-8
Cc1ccc(C)n1NC(=O)c1ccc(Cl)cc1Cl,5,12,.,.,.,2,-3,.
O=C(C[C@H]1CC[C@@H]2[C@H](COC[C@H](O)CN2Cc2ccc(Oc3ccccc3)cc2)O1)Nc1nccs1,-1,-10,0.0,0,6,-10,25,2

# Source: PubChem (Broad Institute)
